GRIN3A LBD mod: binders of NR3A ligand-binding domain, primary screen, biophysical, differential scanning fluorimetry, uHTS; Glutamate receptor ionotropic, NMDA 3A (GRIN3A) ligand-binding domain; NR3A LBD differential scanning fluorimetry, Tm shift; 0% = protein alone, 100% = glycine-bound protein; Tm shift relative to glycine control, % at 25 µM; 340,000 tested, 2.5% active; AID 1259313, 2017;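 active means melting temperature shift of at least 10% of the positive control shift, at one fixed dose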
Mdm2 MdmX PPI: inhibitors of human Mdm2-MdmX association, primary screen, cell-based, luminescence, split luciferase, SaOS-2, uHTS; Protein Mdm4 (Homo sapiens) + E3 ubiquitin-protein ligase Mdm2 (Homo sapiens), …; SaOS-2 split-luciferase Mdm2/MdmX complementation; inhibition, % at 8 µM; 330,000 tested, 3% active;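 active means inhibition of at least 50% at 8 µM in the primary screen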
Target sequence (O15151 whole entry, looked up): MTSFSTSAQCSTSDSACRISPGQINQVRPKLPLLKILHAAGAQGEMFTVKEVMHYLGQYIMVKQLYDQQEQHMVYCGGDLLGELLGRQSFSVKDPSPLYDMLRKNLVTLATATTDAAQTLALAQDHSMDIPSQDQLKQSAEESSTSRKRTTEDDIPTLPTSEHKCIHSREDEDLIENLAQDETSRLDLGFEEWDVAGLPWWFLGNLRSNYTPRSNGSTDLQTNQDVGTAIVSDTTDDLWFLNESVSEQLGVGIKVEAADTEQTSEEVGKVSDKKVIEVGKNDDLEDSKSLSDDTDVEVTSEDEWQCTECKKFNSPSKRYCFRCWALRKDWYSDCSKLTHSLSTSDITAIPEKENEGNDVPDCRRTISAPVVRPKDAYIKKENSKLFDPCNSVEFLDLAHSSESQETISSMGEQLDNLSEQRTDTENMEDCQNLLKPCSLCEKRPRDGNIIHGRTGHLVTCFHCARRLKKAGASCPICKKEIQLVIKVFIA
Target sequence (Q00987 whole entry, looked up): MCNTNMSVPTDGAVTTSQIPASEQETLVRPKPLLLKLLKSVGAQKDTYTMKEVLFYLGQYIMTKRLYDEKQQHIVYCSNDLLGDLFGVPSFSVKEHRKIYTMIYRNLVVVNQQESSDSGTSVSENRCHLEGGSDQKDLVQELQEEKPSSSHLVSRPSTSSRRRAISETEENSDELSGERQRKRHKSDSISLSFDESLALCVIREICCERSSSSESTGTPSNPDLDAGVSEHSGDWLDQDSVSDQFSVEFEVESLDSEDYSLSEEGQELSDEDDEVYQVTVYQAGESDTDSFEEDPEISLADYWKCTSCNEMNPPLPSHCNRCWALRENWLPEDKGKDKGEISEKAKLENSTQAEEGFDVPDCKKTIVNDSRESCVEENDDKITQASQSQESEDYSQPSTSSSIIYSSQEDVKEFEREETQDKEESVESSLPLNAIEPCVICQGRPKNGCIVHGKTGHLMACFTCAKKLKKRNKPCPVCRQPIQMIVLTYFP
APJ agonist: agonists of human apelin receptor APJ, primary screen, CHO-K1 cells, PathHunter beta-arrestin, luminescence | P35414 | 0% DMSO wells, 100% apelin | activation, % at 20 µM | 330,000 tested, 0.11% active | AID 2520, 2010;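 active means activation more than six SD over the plate average, tested at 20 µM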;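 further: 0% = DMSO alone and 100% = apelin-13 at 10 nM; some results filed as inactive read as strong as hits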
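Assay system: CHO-K1 APJ beta-arrestin complementation cell line / Compound: single test compound dose, 20 µM final, 1% DMSO / Times: overnight seeding, 90 min compound at 25 °C, 1 h detection / Technique: beta-gal luminescence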
TIM10 inh: growth inhibitors of isogenic TIM10 control yeast, primary screen, counter-screen for tim10-1 yeast inhibitor project, luminescence, uHTS. S. cerevisiae TIM10 strain growth, BacTiter-Glo luminescence, 24 h. 330,000 tested, 1.4% active. inhibition, % at 10 µM;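 active means inhibition of 40% or more at the single tested concentration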;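 further: wild-type TIM10 isogenic control strain grown at permissive 25 °C; 0% = DMSO yeast wells and 100% = minimal medium wells without yeast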
CHOP UPR activ: activators of apoptotic CHOP UPR arm, primary screen, cell-based, CHO-CHOP luciferase reporter, luminescence, uHTS; UPR activation; percent of tunicamycin response over DMSO baseline; activation, % at 10 µM; 330,000 tested, 0.34% active;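 active means at 10 µM dose, activation of 40% or more, normalized to positive control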;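 further: 100% = tunicamycin at 10 µg/mL and 0% = DMSO alone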
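Evaluation: % reporter activation, DMSO baseline versus tunicamycin full activation; System: CHO-CHOP luciferase reporter cell line; Input: 500 cells/well; Incubation: 6 h compound treatment, 37 °C; Measured by: Steady-Glo luciferase luminescence; Dosing: one dose, 10 µM in 0.5% DMSO; Buffer or medium: F12 medium, 10% FBS; Benchmarks: positive tunicamycin 10 µg/mL, negative DMSO alone.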
NLRP3 yeast inh: NALP3 inflammasome inhibitors in reconstituted yeast, primary screen, luminescence, uHTS; Yeast reconstituted NLRP3/ASC/caspase-1, beta-gal luminescence, 24 h; inhibition, % at 10 µM; 330,000 tested, 0.39% active;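 active means inhibition of 50% or more; inactive means inhibition below 50%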;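 further: plate controls were induced DMSO wells for no effect and uninduced yeast grown without galactose for full effect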
UPR XBP1 act: activators of adaptive XBP1 UPR arm, primary screen, cell-based, CHO-XBP1 luciferase reporter, luminescence, uHTS; IRE1-XBP1 UPR activation; percent of tunicamycin response, DMSO as zero; activation, % at 20 µM; 330,000 tested, 0.33% active;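 active means versus positive control, 20 µM dose yields 30% or more activation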;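 further: 100% = tunicamycin at 10 µg/mL and 0% = DMSO only wells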
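Signal: luciferase luminescence; Assay system: CHO-XBP1 luciferase reporter cells; Amount: one thousand reporter cells per well; Dosing: 20 µM single concentration, DMSO 1%; Benchmarks: high control tunicamycin 10 µg/mL final, low control DMSO vehicle only; Schedule: 6 h compound exposure at 37 °C, 5% CO2; Evaluation: percent activation relative to tunicamycin reference.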
tim10-1 inh: growth inhibitors of tim10-1 mutant yeast, primary screen, luminescence, uHTS; S. cerevisiae tim10-1 ts strain growth, BacTiter-Glo, 24 h; inhibition, % at 20 µM; 330,000 tested, 2.2% active;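 active means inhibition of at least 40%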;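 further: mutant grown at 25 °C; 0% = DMSO wells with yeast and 100% = wells holding no yeast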
tim23-1 inh: growth inhibitors of tim23-1 mutant yeast, primary screen, luminescence, uHTS | S. cerevisiae tim23-1 growth, BacTiter-Glo luminescence, 24 h | inhibition, % at 20 µM | 330,000 tested, 1.3% active | AID 463212, 2010;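 active means growth inhibition of the mutant yeast at or above 50%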;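 further: temperature-sensitive mutant grown at 25 °C; plate controls were DMSO-treated mutant yeast for no effect and medium wells lacking yeast for full effect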
Numbers without * were called inactive; . = not tested or not shown.

mol	GRIN3A LBD mod	Mdm2 MdmX PPI	APJ agonist	TIM10 inh	CHOP UPR activ	NLRP3 yeast inh	UPR XBP1 act	tim10-1 inh	tim23-1 inh
COc1cc(NC(=S)N2CCN(c3ccccn3)CC2)cc(OC)c1	0.9	22.8	0.5	-2.4	-0.2	7.3	-0.7	23.2	14.6
Oc1ccc(Cl)cc1CNc1ccccn1	0.0	26.3	-2.4	-0.2	4.9	14.9	-3.8	1.3	4.1
Cc1ccc(NC(=O)Cn2cc(S(=O)(=O)c3ccc(C)cc3)c(=O)c3cc(F)ccc32)cc1	-3.1	-4.2	-3.7	12.0	0.6	7.0	0.4	11.4	9.2
CSc1ccccc1C(=O)NC1CCCCCC1	-0.2	21.8	-2.8	22.6	-0.7	2.1	-1.6	24.4	32.9
O=C(NN=c1c(=O)c2ccccc2c1=O)c1ccccc1	1.4	9.1	-4.2	10.0	14.9	10.7	0.7	22.0	49.4
C/C(=N/NC(=O)CNC(=O)Cc1ccccc1)c1ccc(Cl)cc1	1.5	15.3	-0.8	10.4	0.0	17.5	-1.8	15.0	-3.3
COc1ccc(C(=O)NNC(=S)NC(=O)c2ccc(Br)o2)cc1OC	1.0	19.8	-1.6	1.7	-2.2	18.1	-2.7	21.0	4.6
COCc1cc(N2CCN(c3ccccc3F)CC2)nc(-c2ccccc2)n1	1.3	3.5	-2.3	23.3	-1.4	0.9	-3.1	23.3	9.7
CC(Sc1nnnn1-c1ccccc1)C(=O)Nc1ccc(Cl)cn1 (stereo not given)	1.4	-13.3	0.5	19.7	0.6	-28.0	-1.0	34.0	-2.9
Cc1cc(OC(=O)c2ccc(Cl)cc2Cl)nc(C)n1	1.9	-10.1	-0.4	1.0	-0.4	-0.6	2.2	16.9	23.1
COc1ccc2[nH]c(C)c(C(=O)CN3CCOCC3)c2c1	-6.8	0.4	1.2	-9.3	-1.7	17.9	-1.4	4.0	12.7
CC(=O)Nc1ccc(NC(=O)CSc2nnc(-c3cc4ccccc4o3)n2C)cc1	-0.6	-14.8	-1.4	-6.9	1.1	-8.0	-2.6	-45.7	-16.5
O=S(=O)(c1ccc(Cl)cc1)N1CCN=C1SCc1cccc(Cl)c1	-2.7	-23.3	-1.3	-23.0	-0.7	20.2	1.1	22.1	12.2
Cc1ccc(C)c(C(=O)N(Cc2nc(-c3ccc(Cl)cc3)no2)C(C)C)c1	2.6	41.4	-4.7	16.5	-2.0	18.2	-2.7	28.5	40.9
CC1c2cc3c(cc2CCN1C(=O)c1cccc(F)c1)OCCCO3 (stereo not given)	-3.0	31.3	-1.1	5.5	2.3	-7.3	-2.6	3.1	2.0
Cc1cc(N/N=C\c2ccccc2)nc(-c2ccccc2O)n1	31.2*	1.3	2.0	22.2	3.5	25.8	-0.2	25.6	-2.5
Cc1cc(C(=O)Nc2ccc(Br)cc2F)n(-c2ccccc2)n1	0.9	-0.6	-0.3	27.0	1.4	16.5	1.7	20.8	21.3
Cc1nc2sc(C(c3ccc(F)cc3)N3CCOCC3)c(O)n2n1 (stereo not given)	-1.1	-12.7	0.7	6.5	-0.7	2.6	-1.5	4.5	7.6
COc1ccc(C(=O)N/N=C\c2ccc(OC)c(COc3ccccc3Br)c2)c(OC)c1	3.3	33.0	18.3	14.2	0.1	13.6	-4.7	0.7	16.4
O=C(N/N=C/c1cccc(O)c1)c1ccc(COc2ccc3c(c2)CCC3)o1	5.4	-4.0	2.7	9.7	3.4	15.9	-1.8	8.7	21.1
Cc1[nH]n(C(N)=S)c(=O)c1N=Nc1ccc(Cl)cc1Cl	15.0*	-31.8	-9.3	50.4*	6.8	33.8	1.2	47.4*	67.0*
CCOc1ccc(/C=N/NC(=O)c2ccc(CSc3nc4ccccc4[nH]3)cc2)cc1	10.7*	-16.2	-0.5	-12.5	1.3	-2.7	-0.1	6.5	-25.2
CC(C)CC[n+]1ccn(-c2nc3ccccc3nc2[N-]S(=O)(=O)c2ccccc2)c1	0.8	2.2	-0.5	16.7	-0.9	3.1	-2.0	14.6	20.2
COc1ccc(CNC(=O)CN(C(=O)CCC(=O)Nc2ccccn2)c2ccccc2OC)cc1	0.0	22.2	3.5	5.0	1.4	3.4	3.5	8.3	15.6

2 records picked at random from the list so far:
mol	GRIN3A LBD mod	Mdm2 MdmX PPI	APJ agonist	TIM10 inh	CHOP UPR activ	NLRP3 yeast inh	UPR XBP1 act	tim10-1 inh	tim23-1 inh
O=S(=O)(c1ccc(Cl)cc1)N1CCN=C1SCc1cccc(Cl)c1	-2.7	-23.3	-1.3	-23.0	-0.7	20.2	1.1	22.1	12.2
CCOc1ccc(/C=N/NC(=O)c2ccc(CSc3nc4ccccc4[nH]3)cc2)cc1	10.7*	-16.2	-0.5	-12.5	1.3	-2.7	-0.1	6.5	-25.2

(next part)
mol	GRIN3A LBD mod	Mdm2 MdmX PPI	APJ agonist	TIM10 inh	CHOP UPR activ	NLRP3 yeast inh	UPR XBP1 act	tim10-1 inh	tim23-1 inh
CC(=O)c1ccc(N2CCN(c3ccc(S(=O)(=O)NCCN(C)C)cc3[N+](=O)[O-])CC2)cc1	0.8	15.0	-1.5	15.7	1.2	12.2	-2.3	-5.0	2.3
Cc1cc(C)n(CCNS(=O)(=O)c2ccc(Cl)cc2)n1	5.7	-0.2	-3.2	-0.8	0.4	-1.4	-1.6	8.3	2.8
c1nnnn1C12CC3CC(CC(C3)C1)C2	-1.5	-10.4	-3.9	8.1	-0.8	15.8	0.4	15.8	14.1
CCOC(=O)N1CCN(C(=O)c2ccc(Cn3c(=S)[nH]c4cc(C(=O)OC)ccc4c3=O)cc2)CC1	0.7	14.2	6.2	9.9	4.9	7.7	0.1	11.4	17.3
O=C(O)c1ccccc1C(=O)Nc1cccc([N+](=O)[O-])c1	-0.9	1.2	-4.3	11.5	1.3	-10.9	0.7	-6.9	4.7
O=C(Cn1nnc2ccccc2c1=O)NCc1ccc(Cl)cc1	0.2	-3.9	-2.6	-13.1	1.4	13.7	1.4	-8.8	11.5
CCc1ccc(C(=O)Nc2cc3c(cc2Cl)OCCCO3)cc1	2.1	-160.6	-1.0	-2.0	6.2	38.2	2.3	5.3	19.2
O=C(CSc1ncn[nH]1)c1ccc2c(c1)OCCO2	1.4	-9.6	-1.0	4.4	3.0	2.6	3.9	14.1	8.1
COc1ccc(OCCCC(=O)ON=C(N)c2ccccc2Cl)cc1	2.6	-16.0	2.3	39.0	-0.8	19.8	-0.6	23.8	31.5
Cc1cc(C(=O)COc2ccc(Br)cc2F)c(C)n1C1CC1	1.1	-0.8	-3.4	-30.6	5.5	58.4*	-2.0	-28.0	13.5
CCN(CC)C(=O)CSc1nnc(CNc2ccc(F)cc2)n1Cc1ccco1	1.7	0.6	-2.9	3.9	-1.7	8.6	-1.6	0.5	12.4
Cc1cc2oc(=O)cc(-c3ccccc3)c2c(C)c1-c1ccc(N(C)C)cc1	1.7	-2.2	.	6.9	1.9	.	-1.6	9.8	26.2
Cc1cccc(OCCc2c(C)[nH]c(=S)[nH]c2=O)c1	-1.3	23.9	-2.5	17.4	-1.6	18.8	0.0	6.0	7.3
COc1cc2oc(=O)ccc2cc1[C@H](O)[C@@H](O)C(C)(C)O	0.0	2.3	-4.3	4.4	3.9	2.7	-0.5	4.3	0.8
COc1ccccc1NC(=O)CSCC(N)=O	3.2	12.2	-1.6	4.6	-0.7	-0.5	-1.3	-6.2	8.1
COc1ccc(N(C)S(=O)(=O)c2ccc3c(c2)oc(=O)n3C)cc1	-0.6	-2.0	-3.7	-23.7	1.7	9.1	0.7	-27.5	-9.4
Cc1ccc(C)c(NC(=O)CSc2nc(C)cc(C)c2C#N)c1	0.8	20.9	3.4	-25.4	-1.1	9.3	1.5	-15.8	-3.1
CCN(C[C@H]1N[C@@](Cc2ccccc2)(C(=O)OC)[C@H]2C(=O)N(C)C(=O)[C@@H]12)C(=O)Nc1ccc(F)cc1	-2.4	-9.9	-3.3	21.6	-1.6	0.8	-1.9	-13.7	-4.1
CCn1c(CCc2ccccc2)nc2ccccc21	0.3	0.1	-3.4	8.3	3.9	33.8	-1.5	5.3	14.5
COCCCC1CCN(C(=O)c2cc(COc3cc(C)ccc3C)on2)CC1	4.1	-142.3	-1.9	26.0	4.3	11.7	-1.6	35.7	22.0
CC(C)(C)C(=O)Oc1ccc2cc(-c3ccc4ccccc4n3)c(=O)oc2c1	-1.5	-90.2	6.0	10.5	6.4	1.8	-1.8	3.4	-1.8
OC(COc1ccccc1)CN1CCN(c2ncccn2)CC1 (stereo not given)	-0.9	-9.7	-3.4	-20.9	-0.9	5.1	2.6	16.7	3.6
COc1ccc(-c2nnc(NC(=O)CSc3ccccc3)s2)cc1OC	1.0	34.9	-3.4	3.3	1.3	-5.0	1.8	9.6	-1.3
O=C(O)c1ccc(Cl)c(S(=O)(=O)NCC2CCCO2)c1 (stereo not given)	-2.7	11.0	-4.1	5.5	-2.4	-14.3	-2.1	11.6	-10.2
Cc1onc(-c2c(Cl)cccc2Cl)c1C(=O)c1c[nH]c(C(=O)NCCCN2CCOCC2)c1	-1.0	-32.3	0.2	7.0	0.8	8.2	0.0	13.4	4.6
O=C(NCc1cccnc1)Nc1ccccc1F	0.5	13.8	-3.5	-1.1	2.3	-2.8	-1.8	8.0	1.2
CCOCCCN(C)C1CCN(C(=O)c2oc3ccccc3c2NC(=O)c2cccc([N+](=O)[O-])c2)CC1	-1.6	25.7	-2.8	-5.3	1.2	24.0	1.2	7.0	-0.7
Cc1ccc(N=Cc2ccc(N(C)C)cc2)cc1C	-0.2	13.8	-2.4	1.9	-2.7	25.9	-1.7	-3.9	9.0
COc1ccccc1NC(=O)N1CCN(c2cccc(C(F)(F)F)c2)CC1	7.0	10.6	2.8	23.7	-2.3	-76.1	2.8	38.6	28.2
CCOc1ccc(S(=O)(=O)NCCC(=O)N2CCCN(C)CC2)cc1	-24.1	12.1	-4.8	-3.7	1.0	9.3	-3.3	-26.3	-0.7
Cc1ccc(C2=CC(c3ccccc3)n3ncnc3N2)c(C)c1 (stereo not given)	-1.3	-9.9	2.0	16.0	0.2	17.0	0.5	33.7	41.3
CCC1CCCCN1C(=O)COc1ccc2c(c1)OCO2 (stereo not given)	-1.3	-0.4	-4.7	6.0	0.5	18.4	-0.3	9.6	8.7
CCN1CCN(CC(=O)Nc2nc3ccccc3s2)CC1	0.0	23.2	-2.8	-2.4	-0.3	15.5	-2.5	-16.2	-7.0

Assay outcomes (PubChem BioAssay)
